High-throughput results (PubChem BioAssay)
UBC9 SUMO inh = SUMOylation inhibition; HTRF SUMOylation assay, SAE1/SAE2 + UBC9, in vitro; AID 2006; 290,000 compounds, 0.36% hits; inhibition, % at 35 µM; in the data active = inhibition above about 50%, passing the limit was not always enough; also: strong numbers were not always called active
Target sequence (P63279 whole entry, looked up): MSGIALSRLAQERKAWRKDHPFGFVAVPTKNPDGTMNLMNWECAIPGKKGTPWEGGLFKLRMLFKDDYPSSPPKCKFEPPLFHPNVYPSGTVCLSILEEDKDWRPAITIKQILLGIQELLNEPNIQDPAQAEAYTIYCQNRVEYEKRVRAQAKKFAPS
MEKK2 mut-MEK5 = signal of MEK5 binding to mutant human MEKK2 PB1 domain; bead flow cytometry, Alexa488-MEK5 binding to MEKK2 mutant; percent response, % at 10 µM; 290,000 compounds, 0.35% hits; in the data active = percent response above about 24%, passing the limit was not always enough; also: inactives centre near 1; some results filed as inactive read as strong as hits; reference of the scale not given here
M18AAP inhibitor = blocks P. falciparum M18 aspartyl aminopeptidase; recombinant PfM18AAP, H-Glu-NHMec fluorogenic cleavage; 290,000 compounds, 1.2% hits; inhibition, % at 7.35 µM; AID 1822;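 active = inhibition above the campaign mean inhibition over all tested compounds plus 3 SD, cut at about 28% in these data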;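 also: 0% = plate median of test compound wells and 100% = 2 mM ZnCl2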
IDE cell inh = inhibits human insulin-degrading enzyme in HEK cells | P14735 | FAbetaB cleavage, fluorescence polarization | inhibition, % at 5.59 µM | 320,000 compounds, 0.41% hits | AID 434962;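 active = percent inhibition above the average of all tested compounds plus 3 SD, set per screening campaign, cut at about 16% in these data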;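 also: IDE supplied by intact live HEK cells; FP after avidin binding of uncleaved biotin substrate so inhibition keeps polarization high; 0% = DMSO wells and 100% = 60 µM reference IDE inhibitor Ii1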
IDE act = IDE (human) activation, cell-based; P14735; HEK cells, FAbeta-B cleavage, fluorescence polarization; 0% vehicle, 100% cell-free pure enzyme wells; activation, % at 5.96 µM; 340,000 compounds, 0.073% hits; AID 493087;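 active = activation above the mean of all tested compounds plus 3 SD, set per screening campaign, cut at about 17% in these data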
NALP1 yeast inh = inhibitors of NALP1 inflammasome in yeast | S. cerevisiae NALP1/ASC/caspase-1 growth, X-gal OD620, 72 h | inhibition, % at 10 µM | 280,000 compounds, 0.61% hits; in the data active = inhibition mostly above about 24%, no sharp cut-off; inactive = mostly below about 32%; also: some compounds called inactive have numbers as strong as hits
MEKK2wt PB1 HTS = raises or lowers MEK5 binding to wildtype human MEKK2 PB1 domain; 290,000 compounds, 1.1% hits; binding response (% of control), % at 10 µM; Q9Y2U5; AID 1531; bead flow cytometry, Alexa488-MEK5 binding to MEKK2 WT; actives lie on both sides; in the data active = binding response below about 67% or above about 130%
pCIP destab = compounds decreasing mouse p/CIP protein stability; Q05BA5; F442A p/CIP-EGFP cells, EGFP fluorescence, 16 h; decrease of EGFP signal, % at 10 µM; 290,000 compounds, 0.01% hits;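 active = EGFP signal decrease of at least 30% at 10 µM or well 3 SD below plate mean, unless failing retest; inactive = the rest, including hits failing retest or dose response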; also: some compounds called inactive have numbers as strong as hits; many of its hits are not listed in these tables
MEKK3 PB1 HTS = modulators (inhibitors or enhancers) of MEK5 binding to human MEKK3 PB1 domain | bead-based flow cytometry, Alexa488-MEK5 binding to MEKK3; actives lie on both sides; 0 = blocked by unlabeled MEK5, 100 = vehicle | binding response (% of control), % at 10 µM | 290,000 compounds, 1.4% hits | AID 1529;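 active = binding response more than 3 SD above or below the average of its plate-row segment, actives on both sides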;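 also: Alexa488 bead fluorescence after subtracting the streptavidin-only scavenger bead signal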
Target sequence (Q99759 whole entry, looked up, the tested form may be a part): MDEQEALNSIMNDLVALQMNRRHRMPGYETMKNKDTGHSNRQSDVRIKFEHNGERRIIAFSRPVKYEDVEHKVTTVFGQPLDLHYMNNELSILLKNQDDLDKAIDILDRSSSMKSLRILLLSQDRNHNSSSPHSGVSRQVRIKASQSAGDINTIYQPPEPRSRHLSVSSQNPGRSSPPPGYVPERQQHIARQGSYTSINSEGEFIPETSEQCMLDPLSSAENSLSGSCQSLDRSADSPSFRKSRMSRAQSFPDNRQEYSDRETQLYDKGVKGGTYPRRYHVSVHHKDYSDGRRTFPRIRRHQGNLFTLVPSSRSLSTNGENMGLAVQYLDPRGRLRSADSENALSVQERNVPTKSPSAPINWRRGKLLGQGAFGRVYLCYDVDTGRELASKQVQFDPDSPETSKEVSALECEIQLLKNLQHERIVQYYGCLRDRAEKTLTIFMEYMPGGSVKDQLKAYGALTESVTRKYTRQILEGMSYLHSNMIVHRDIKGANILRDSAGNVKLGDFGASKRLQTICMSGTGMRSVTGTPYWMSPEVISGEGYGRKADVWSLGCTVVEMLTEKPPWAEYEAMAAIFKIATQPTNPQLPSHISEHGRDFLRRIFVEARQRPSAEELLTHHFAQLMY
Starred values were filed as active, the others as inactive; . = not tested or not shown. The list is partial; count on the stated rates, not on these rows.

SMILES	UBC9 SUMO inh	MEKK2 mut-MEK5	M18AAP inhibitor	IDE cell inh	IDE act	NALP1 yeast inh	MEKK2wt PB1 HTS	pCIP destab	MEKK3 PB1 HTS
CC(C)(C)NC(=O)CN(C(=O)CS(=O)CC(=O)Nc1ccc(F)cc1)c1ccccc1F (stereo not given)	5.0	0.0	-10.7	0.6	-0.3	7.6	97.0	-4.7	98.0
O=C(O)c1ccccc1C(=O)c1ccc(Sc2ccc(Cl)cc2)c([N+](=O)[O-])c1	31.0	-2.0	-0.3	-0.5	-3.6	2.2	99.0	4.4	97.0
CCOC(=O)c1c(C)oc2ccc(OS(C)(=O)=O)cc12	-19.4	-5.0	-9.0	4.8	1.3	-8.6	99.0	-4.8	108.0
CC(=O)N(C)c1ccc(NC(=O)N2CCOCC2)cc1	-2.1	8.0	-0.2	2.5	1.3	-9.2	98.0	14.5	99.0
COc1ccc(-n2nc(C(=O)NCC(=O)NCCCN3CC(C)CC(C)C3)c3ccccc3c2=O)cc1 (stereo not given)	7.6	-1.0	-1.1	-3.9	3.2	22.2	106.0	2.0	101.0
CCC1Oc2ccc(C)cc2N(CC(=O)NCCCN2CCCCC2C)C1=O (stereo not given)	6.3	5.0	2.6	5.1	-0.6	-6.1	101.0	0.5	99.0
O=C(NCc1ccccn1)c1nc(Cn2cc([N+](=O)[O-])cn2)no1	4.0	6.0	14.8	1.2	5.4	0.7	109.0	-16.2	105.0
COc1cccc(NC(=O)COc2c(F)c(F)c(C(F)(F)F)c(F)c2F)c1	-3.2	-1.0	1.1	10.3	4.0	6.8	106.0	-5.3	118.0
c1cn(CCCNc2ncnc3nc[nH]c23)cn1	-11.9	-3.0	-5.0	-0.3	1.2	.	102.0	-9.9	98.0
CC(=O)CC(=O)Nc1ncc(C(F)(F)F)cc1Cl	7.5	2.0	-9.9	-3.3	2.8	1.7	98.0	10.6	102.0
Cc1ccc(NC(=S)Nc2ccc(OC(F)F)c(Cl)c2)cc1Cl	1.8	2.0	0.1	1.2	-3.9	5.5	122.0	-8.6	102.0
COc1cc(CN(CC2CCCO2)C(=O)c2cccs2)cc(OC)c1OC (stereo not given)	7.5	1.0	-2.9	4.3	-3.6	19.3	102.0	-2.2	101.0
S=C(NCc1ccco1)N1CCN(c2ccc(Cl)cc2)CC1	5.7	1.0	-5.6	5.4	-2.4	13.9	100.0	0.7	98.0
O=C1N=C2SCCN2/C1=C\c1ccccc1Cl	0.0	4.0	-0.1	-9.3	1.6	-0.7	97.0	-18.8	102.0
COc1ccc(NC(=O)N2C3CCCC2CC(NC(=O)C2CC2)C3)cc1 (stereo not given)	-2.6	5.0	-1.3	1.4	-1.4	16.1	106.0	5.1	105.0
COc1ccc(CCNC(=O)CS(=O)Cc2nc(-c3ccccc3Cl)oc2C)cc1OC (stereo not given)	3.7	4.0	0.7	1.9	1.4	17.2	101.0	-7.1	104.0
Cc1ccc(N2C(=O)[C@@H]3[C@H](C2=O)[C@H]2C=CC=NN2[C@@H]3C(=O)Nc2ccccc2)cc1	4.2	-2.0	11.7	-3.4	6.2	2.6	99.0	-12.7	101.0
CCCc1nnc(NC(=O)C(=O)NCCN(C)C)s1	25.9	5.0	-13.4	.	-1.3	.	99.0	-11.5	100.0
CN1CCN(C(=S)c2ccc(N(C)C)cc2)CC1	-6.8	4.0	39.6*	-3.7	3.1	-16.2	102.0	4.4	101.0
COC(=O)c1ccc(-c2nc3ccccc3[nH]2)cc1	36.6	1.0	3.3	2.3	2.0	45.5	101.0	0.0	102.0
CCc1cc2cc(C)cc(C)c2nc1SCC(=O)N1CCN(C(=O)c2ccco2)CC1	-1.8	-5.0	-1.7	-0.1	3.4	10.8	94.0	-0.4	98.0
CN1c2ccccc2C(=O)/C(=C\Nc2ccc(F)cc2)S1(=O)=O	22.8	0.0	-9.6	0.6	-0.9	15.4	102.0	-6.2	105.0
Cc1cc(C)n(C(=O)c2ccc(S(=O)(=O)N3CCOCC3)cc2)n1	3.8	16.0	4.6	-2.3	2.1	14.8	104.0	4.3	101.0
Nc1nc2ccccc2n1/N=C/c1ccc(-c2ccccc2)o1	14.0	.	1.6	-0.9	7.7	7.0	.	-35.7	.
Cc1csc(SCC(=O)Nc2cc(S(=O)(=O)N3CCOCC3)ccc2N2CCOCC2)n1	9.0	4.0	1.4	-2.1	-4.6	.	106.0	2.8	103.0
O=C(Nc1ccc2ccccc2c1)c1ccc(Cl)cc1	-1.0	-3.0	15.8	-3.7	-2.2	16.7	96.0	6.1	90.0
O=c1[nH]c(CN(CCc2ccccc2)S(=O)(=O)c2ccc(Cl)cc2)nc2ccccc12	2.9	-1.0	-3.3	1.9	7.5	23.4	96.0	-6.5	97.0
Fc1ccccc1N1CC(c2ccccc2)C(c2cccs2)=N1 (stereo not given)	33.9	1.0	3.5	-1.5	4.5	-13.6	98.0	1.1	97.0
COC(=O)[C@@H]1C[C@H]2CC[C@H](O)C[C@H]2N1Cc1ccc(-c2ccccc2)cc1	-3.0	-1.0	.	7.9	0.3	.	97.0	-7.4	96.0
O=C(c1ccc(CS(=O)Cc2ccc(Cl)cc2)o1)N1CCN(c2ccccc2F)CC1 (stereo not given)	2.7	3.0	0.3	4.6	2.0	0.6	101.0	6.2	98.0

Entries of single compounds, quoted from the list.
Cc1csc(SCC(=O)Nc2cc(S(=O)(=O)N3CCOCC3)ccc2N2CCOCC2)n1 across the screens: UBC9 SUMO inh = 9.0; MEKK2 mut-MEK5 = 4.0; M18AAP inhibitor = 1.4; IDE cell inh = -2.1; IDE act = -4.6; NALP1 yeast inh = .; MEKK2wt PB1 HTS = 106.0; pCIP destab = 2.8; MEKK3 PB1 HTS = 103.0
CN1c2ccccc2C(=O)/C(=C\Nc2ccc(F)cc2)S1(=O)=O across the screens: UBC9 SUMO inh = 22.8; MEKK2 mut-MEK5 = 0.0; M18AAP inhibitor = -9.6; IDE cell inh = 0.6; IDE act = -0.9; NALP1 yeast inh = 15.4; MEKK2wt PB1 HTS = 102.0; pCIP destab = -6.2; MEKK3 PB1 HTS = 105.0

Following part
SMILES	UBC9 SUMO inh	MEKK2 mut-MEK5	M18AAP inhibitor	IDE cell inh	IDE act	NALP1 yeast inh	MEKK2wt PB1 HTS	pCIP destab	MEKK3 PB1 HTS
Cc1ccc(NC(=O)C2CCCN2C(=O)NC2CCCCC2)cc1 (stereo not given)	17.6	1.0	-10.8	-12.2	3.7	25.3*	100.0	-15.0	100.0
O=c1[nH]c(CN2CCc3ccccc32)nc2scc(-c3cccs3)c12	3.1	2.0	4.6	-3.1	5.5	15.7	105.0	-0.7	104.0
COc1ccc(-n2c(Cc3cccn3C)nnc2SCC(=O)Nc2cc(C)cc(C)c2)cc1	10.8	3.0	3.9	0.2	1.6	9.2	100.0	1.3	105.0
CCOC(CNC(=O)c1cc2c(=O)n(CC)c3ccccc3c2s1)OCC	11.6	4.0	2.8	2.3	-2.1	13.3	104.0	-0.3	103.0
CCc1nn(CC(=O)Nc2cc(C)ccc2C)c(=N)s1	-1.1	-1.0	4.3	1.1	5.8	-11.6	105.0	-24.9	97.0
CC1CCc2nc(NC(=O)c3ccc(S(=O)(=O)N4CCCc5ccccc54)cc3)sc2C1 (stereo not given)	6.1	-3.0	-5.4	0.7	-2.1	7.6	101.0	-10.9	89.0
CCc1cccc(NS(=O)(=O)c2ccc3c(c2)NC(=O)CO3)c1	-4.9	2.0	8.2	4.8	5.4	3.0	98.0	-18.0	100.0
COC(=O)NNC(=O)c1ccc(C)c(Br)c1	25.8	-5.0	3.0	0.8	0.3	30.7	85.0	-31.4	78.0
O=C(CN1C(=O)CCC1=O)Nc1nc(-c2nc3ccccc3s2)cs1	20.5	5.0	3.4	5.0	4.0	-62.3	103.0	6.9	99.0
COc1cc(N2CCOCC2)ncn1	-6.8	0.0	0.7	2.7	0.6	5.4	93.0	-0.3	99.0
CC(=O)c1ccc(Nc2nc(N3CCOCC3)nc(N3CCOCC3)n2)cc1	0.6	3.0	4.8	-0.9	1.5	-0.7	99.0	-4.6	101.0
COc1cc(/C=N/NC(=O)c2ccc3c(c2)OCCO3)cc(Br)c1O	8.4	-1.0	6.8	5.7	0.0	2.5	101.0	-6.7	96.0
O=C(Nc1ccccc1)C1CCN(C(=O)c2ccc([N+](=O)[O-])cc2)CC1	22.4	0.0	4.8	-1.1	-1.4	-1.4	98.0	0.4	99.0
COc1ccc(CCNC(=O)COC(=O)C2CCCCC2)cc1	1.5	-2.0	-7.5	3.1	-0.5	43.8	97.0	2.6	98.0
COc1cc(OC)cc(-n2nnnc2SCC(=O)Nc2ccc(C(C)=O)cc2)c1	5.4	-2.0	-3.3	-3.3	5.5	6.9	103.0	-7.4	98.0
CC1(C)CC(NC(=O)Nc2ccc([N+](=O)[O-])cc2)CC(C)(C)N1	6.9	-3.0	-6.1	0.4	0.7	10.9	90.0	-24.8	75.0
COc1ccc(CCN2C(=O)C3C4CCC(C4=C(C)C)C3C2=O)cc1OC (stereo not given)	14.6	0.0	-0.1	8.7	6.6	22.3	98.0	2.3	91.0
CC1CCCCN1C(=O)C1CCCN(S(=O)(=O)c2cccc3nsnc23)C1 (stereo not given)	5.0	3.0	0.6	3.8	-2.2	6.0	102.0	2.4	101.0
CC1CCN(S(=O)(=O)c2ccc(C(=O)Nc3nnc(-c4ccncc4)o3)cc2)CC1	-5.8	-1.0	-0.4	0.5	1.4	15.5	106.0	3.7	101.0
Cc1nn(CC2CC2)c(=O)n1-c1ccc(C(C)C)cc1	13.3	2.0	-0.7	3.6	-2.3	11.0	100.0	-8.1	99.0
CN(C)C(=O)Cn1c(SCC(=O)Nc2ccc3c(c2)OCO3)nc2ccccc21	7.5	0.0	1.9	0.9	-6.1	6.9	98.0	-19.2	98.0
Cc1ccc(C(=O)COC(=O)c2cc(Cl)nc3ccccc23)cc1	-1.8	-2.0	-2.4	2.6	7.3	4.9	98.0	-9.4	101.0

Entries listed so far that have fluorine, in the order listed:
SMILES	UBC9 SUMO inh	MEKK2 mut-MEK5	M18AAP inhibitor	IDE cell inh	IDE act	NALP1 yeast inh	MEKK2wt PB1 HTS	pCIP destab	MEKK3 PB1 HTS
CC(C)(C)NC(=O)CN(C(=O)CS(=O)CC(=O)Nc1ccc(F)cc1)c1ccccc1F (stereo not given)	5.0	0.0	-10.7	0.6	-0.3	7.6	97.0	-4.7	98.0
COc1cccc(NC(=O)COc2c(F)c(F)c(C(F)(F)F)c(F)c2F)c1	-3.2	-1.0	1.1	10.3	4.0	6.8	106.0	-5.3	118.0
CC(=O)CC(=O)Nc1ncc(C(F)(F)F)cc1Cl	7.5	2.0	-9.9	-3.3	2.8	1.7	98.0	10.6	102.0
Cc1ccc(NC(=S)Nc2ccc(OC(F)F)c(Cl)c2)cc1Cl	1.8	2.0	0.1	1.2	-3.9	5.5	122.0	-8.6	102.0
CN1c2ccccc2C(=O)/C(=C\Nc2ccc(F)cc2)S1(=O)=O	22.8	0.0	-9.6	0.6	-0.9	15.4	102.0	-6.2	105.0
Fc1ccccc1N1CC(c2ccccc2)C(c2cccs2)=N1 (stereo not given)	33.9	1.0	3.5	-1.5	4.5	-13.6	98.0	1.1	97.0
O=C(c1ccc(CS(=O)Cc2ccc(Cl)cc2)o1)N1CCN(c2ccccc2F)CC1 (stereo not given)	2.7	3.0	0.3	4.6	2.0	0.6	101.0	6.2	98.0
